Compound activity from PubChem BioAssay.
ARNT TACC3 PPI = disruptors of human ARNT/TACC3 interaction; Q9Y6A5; AlphaScreen His-ARNT PAS-B/GST-TACC3 binding, luminescence; TACC3 fragment carries E629A point mutation; inhibition, % at 9.99 µM; 0.66% of 390,000 active;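 active = mean inhibition of replicates at least 50% and at least half of replicates each reaching 50%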;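 note: 0% = complete ARNT plus TACC3 wells and 100% = ARNT alone without TACC3; many hits fall short of the cut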
Casp6 inh = inhibitors of human caspase-6. P55212. purified caspase-6, Z-VEID-R110 cleavage fluorescence. inhibition, % at 12.5 µM. 0.53% of 350,000 active. AID 686996;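 active = mean inhibition across replicates at least about 35%, with every replicate also reaching that limit, limit read from the data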;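 note: 0% = median of neutral control wells and 100% = no fluorescence left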
Target sequence (P55212 24-179 limits assumed): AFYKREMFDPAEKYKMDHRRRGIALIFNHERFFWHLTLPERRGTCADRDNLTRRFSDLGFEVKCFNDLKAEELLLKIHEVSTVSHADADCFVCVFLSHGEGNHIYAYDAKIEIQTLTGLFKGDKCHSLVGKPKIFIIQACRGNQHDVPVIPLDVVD
Target sequence (P55212 194-293 limits assumed): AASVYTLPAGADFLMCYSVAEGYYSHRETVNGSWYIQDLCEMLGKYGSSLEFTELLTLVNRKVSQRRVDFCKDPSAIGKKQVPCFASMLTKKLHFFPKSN
SIRT5 inh = sirtuin-5 (human) deacylase inhibition | AID 652115 | inhibition, % at 15 µM | Purified SirT5, succinyl-peptide AMC, trypsin-coupled fluorescence | Q9NXA8 | 1.1% of 330,000 active; in the data active = inhibition above about 15%
Target sequence (Q9NXA8 whole entry, looked up): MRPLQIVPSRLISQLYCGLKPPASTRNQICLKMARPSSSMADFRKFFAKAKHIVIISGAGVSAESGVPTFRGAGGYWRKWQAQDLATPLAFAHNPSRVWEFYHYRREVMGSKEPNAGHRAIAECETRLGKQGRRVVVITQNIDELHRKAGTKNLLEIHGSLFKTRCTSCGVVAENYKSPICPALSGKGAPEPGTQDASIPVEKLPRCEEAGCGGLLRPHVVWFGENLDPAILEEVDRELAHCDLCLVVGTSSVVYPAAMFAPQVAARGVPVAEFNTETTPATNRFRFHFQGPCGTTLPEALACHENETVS
LGR2 inh = inhibitors of bursicon-induced Drosophila LGR2 receptor cAMP signaling | inhibition, % at 9.99 µM | HEK293 LGR2, CRE-luciferase, bursicon-stimulated, 4 h | 0.35% of 380,000 active;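 active = drop in luminescence signal, shown as inhibition above about 50% in the replicate tests, limit read from the data, passing the limit was not always enough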;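 note: agonist challenge used bursicon conditioned medium at about half maximal strength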
* = called active by the depositor; · = not tested or not shown.

nr	SMILES	ARNT TACC3 PPI	Casp6 inh
1	Cc1nn(-c2ccc(F)cc2)c(C)c1NS(=O)(=O)c1ccc(Cl)cc1	·	1
2	Cc1cc(C=O)c(C)n1-c1ccc(NC2CCCCC2)c([N+](=O)[O-])c1	·	-1
3	CN(C)c1ccc(CN(C(=O)c2ccco2)C2CCS(=O)(=O)C2)cc1 (stereo unspecified)	·	2
4	O=C(COc1nc2ccccc2nc1N1CCOCC1)N1CCc2ccccc21	·	-5
5	O=C(NC1CCCCC1)N1CCCC(c2nc(-c3cccs3)no2)C1 (stereo unspecified)	·	4
6	C=CCn1c(SCC(=O)NCc2ccco2)nc2sc3c(c2c1=O)CCCC3	-1	·
7	O=C(NCCN1CCOCC1)c1nn2c(c1Cl)NC(c1ccccc1)CC2C(F)(F)F (stereo unspecified)	-4	·
8	CCCc1cc(=O)[nH]c(SC(CC)C(=O)Nc2ccccc2C#N)n1 (stereo unspecified)	6	·
9	Cc1ccc(NC(=O)CN(C)S(=O)(=O)c2cccc3nsnc23)cc1	-1	·
10	O=C(OCC1CC(c2ccccc2Cl)=NO1)c1ccc(Br)cc1 (stereo unspecified)	-7	·
11	Oc1ccccc1/C=N/n1cnnc1	-6	·
12	N#CC1=C(N)Oc2cc(O)ccc2C1C1CCCCC1 (stereo unspecified)	1	·
13	O=C(NCc1ccccc1)c1ccc(Br)cc1Br	-5	·
14	O=C(NNS(=O)(=O)c1ccccc1)C(O)(c1ccccc1)c1ccccc1	-3	·
15	Clc1ccc(SCc2cc(-c3ccccc3)on2)cc1	1	·

nr	SIRT5 inh	LGR2 inh
1	0	·
2	3	·
3	2	·
4	-6	·
5	-3	·
6	·	-32
7	·	-13
8	·	6
9	·	-2
10	·	1
11	·	-5
12	·	32
13	·	-7
14	·	-13
15	·	-20

5 compounds drawn at random from those above, as already listed:
nr	SMILES	ARNT TACC3 PPI	Casp6 inh
7	O=C(NCCN1CCOCC1)c1nn2c(c1Cl)NC(c1ccccc1)CC2C(F)(F)F (stereo unspecified)	-4	·
10	O=C(OCC1CC(c2ccccc2Cl)=NO1)c1ccc(Br)cc1 (stereo unspecified)	-7	·
14	O=C(NNS(=O)(=O)c1ccccc1)C(O)(c1ccccc1)c1ccccc1	-3	·
3	CN(C)c1ccc(CN(C(=O)c2ccco2)C2CCS(=O)(=O)C2)cc1 (stereo unspecified)	·	2
15	Clc1ccc(SCc2cc(-c3ccccc3)on2)cc1	1	·

nr	SIRT5 inh	LGR2 inh
7	·	-13
10	·	1
14	·	-13
3	2	·
15	·	-20

The list goes on:
nr	SMILES	ARNT TACC3 PPI	Casp6 inh
16	O=C(c1ccc(Cl)nc1)N1CCc2ccccc2C1	-2	·
17	CN(C)S(=O)(=O)CC12CCC(CC1=O)C2(C)C (stereo unspecified)	0	·
18	CC(=O)Nc1ccc2c(c1)CCC2=O	-9	·
19	Cc1cc(C)n(CC(=O)n2c3ccccc3c3ccccc32)n1	3	·
20	CC(C)(C)OC(=O)N1CCCC1C(=O)N1CCCC1C(=O)N1CCCC1C(=O)O (stereo unspecified)	-4	·
21	C/C(=N\NC(N)=O)C1(C)CCCCC1	1	·
22	Cn1c(Cc2csc(N)n2)nnc1SCC(=O)NC1CCCCC1	38	·
23	O=C(O)CN1CCN(Cc2ccccc2Cl)C1=O	0	·
24	O=C1CN=C(Nc2ccc(Cl)cc2)N1c1ccccc1	4	·
25	COc1cc2c(cc1NC(=O)CSc1nc3ccccc3[nH]1)oc1ccccc12	-7	·
26	COCCNC(=O)c1c(N)n(-c2ccccc2)c2nc3ccccc3nc12	-3	·
27	Cc1ccc(Cn2ccc(NC(=O)c3cc(-c4cccs4)on3)n2)cc1	-13	·
28	O=C(CN1CCN(S(=O)(=O)c2ccc(Br)cc2)CC1)Nc1ccccc1C(=O)c1ccccc1	-6	·
29	O=C(/C=C/c1ccccc1)c1ccccn1	2	·
30	CC1CN(CN2C(=O)c3ccccc3C2=O)CC(C)O1 (stereo unspecified)	-4	·

nr	SIRT5 inh	LGR2 inh
16	·	11
17	·	0
18	·	5
19	·	-18
20	·	6
21	·	16
22	·	20
23	·	-10
24	·	9
25	·	-11
26	·	10
27	·	-9
28	·	-4
29	·	-50
30	·	2

Sorted by count of non-hydrogen atoms (rising): some entries from above
nr	SMILES	ARNT TACC3 PPI	Casp6 inh
29	O=C(/C=C/c1ccccc1)c1ccccn1	2	·
17	CN(C)S(=O)(=O)CC12CCC(CC1=O)C2(C)C (stereo unspecified)	0	·
20	CC(C)(C)OC(=O)N1CCCC1C(=O)N1CCCC1C(=O)N1CCCC1C(=O)O (stereo unspecified)	-4	·

nr	SIRT5 inh	LGR2 inh
29	·	-50
17	·	0
20	·	6

Following part:
nr	SMILES	ARNT TACC3 PPI	Casp6 inh
31	[O-][N+]12CC[N+]([O-])(CC1)c1ccccc12	1	·
32	O=C1/C(=C/c2cccnc2)Oc2cc(OS(=O)(=O)c3ccc(Cl)cc3)ccc21	-23	·
33	C=CCn1c(SCC(=O)/C(C#N)=C(\C)N)nnc1C1CCCCC1	-4	·
34	COc1cc(C2(O)CCCCC2C)cc(OC)c1OC (stereo unspecified)	-1	·
35	O=C(CSc1nc2ccccc2s1)N1c2ccccc2Sc2ccc(Cl)cc21	21	·
36	Oc1ccc(N2CCN(C(c3ccncc3)c3nnnn3C3CCCC3)CC2)cc1 (stereo unspecified)	-28	·
37	CCC(=O)Nc1ccccc1C(=O)OCc1ccc(C(=O)c2ccccc2)cc1	-3	·
38	O=C(COc1ccccc1)NC1CCN(Cc2ccccc2)CC1	-1	·
39	CC(C)CCn1c(-c2nonc2N)nc2ccccc21	21	·
40	COc1ccc(C2CC(=O)NC3=C2C(=O)CCC3)cc1Cl (stereo unspecified)	-3	·
41	CCOC(=O)CCCNc1ccc([N+](=O)[O-])cc1[N+](=O)[O-]	32	·
42	COc1nc(C)ccc1-c1noc(-c2ccco2)n1	-6	·
43	NC(=O)c1cccn1Cc1cccc(Cl)c1	-3	·
44	COCCNCCOCCOc1ccc(Cl)c(C)c1	-3	·
45	CCC(C)c1ccc(OCCn2ccnc2)cc1 (stereo unspecified)	5	·

nr	SIRT5 inh	LGR2 inh
31	·	6
32	·	-9
33	·	24
34	·	-13
35	·	5
36	·	24
37	·	-18
38	·	11
39	·	19
40	·	-3
41	·	3
42	·	-24
43	·	1
44	·	0
45	·	16

nr	SMILES	ARNT TACC3 PPI	Casp6 inh
46	COc1cc(/C=C2/C(=N)N3C=CSC3=NC2=O)ccc1OCCCOc1cc(C)ccc1C	6	·
47	CNC(=O)COC(=O)c1nc(-n2nc(C)cc2C)ccc1Cl	-1	·
48	O=c1c2ccccc2c(-c2ccccc2)nn1Cc1c(Cl)cccc1Cl	0	·
49	N=c1ccn(Cc2ccccc2Cl)cc1	1	·
50	COC(=O)CCc1c(C)c(C#N)c2nc3ccccc3n2c1N1CCCC1	-5	·
51	CCOc1cc(CNc2ccc(N3CCN(C(C)=O)CC3)cc2)cc(Br)c1OC	15	·
52	COc1cccc(-c2csc3nnc(SCC(=O)NCc4cccs4)n23)c1	-4	·
53	Cc1ccc(S(=O)(=O)N2C(=O)CCC2C(=O)NCc2ccco2)cc1 (stereo unspecified)	-2	·
54	CCc1cccc(C)c1NC(=S)N(Cc1cccnc1)Cc1ccco1	-25	·
55	COc1ccc(C2SCCN2C(=S)Nc2cccc(Cl)c2)cc1 (stereo unspecified)	-14	·
56	COc1ccc(S(=O)(=O)N[C@@H](Cc2ccccc2)C(=O)N2CC[C@@]3(O)CCCC[C@H]3C2)cc1	-8	·
57	CCN(CCCNC(=O)CCNC(=O)Cn1ccc2ccccc2c1=O)c1ccccc1	-8	·
58	Cc1ccc(S(=O)(=O)N2CCN(Cc3nc4ccccc4[nH]3)CC2)cc1C	1	·
59	O=C(CN(Cc1ccccc1)C(=O)CCC(=O)Nc1ccccn1)NCc1ccco1	-14	·
60	CC(=O)c1cc2c(cc1NC(=O)CN1CCN(c3cccc(C(F)(F)F)c3)CC1)OCO2	-11	·

nr	SIRT5 inh	LGR2 inh
46	·	5
47	·	21
48	·	-14
49	·	-4
50	·	-4
51	·	0
52	·	12
53	·	-12
54	·	14
55	·	7
56	·	13
57	·	-13
58	·	-15
59	·	19
60	·	15

Individual results from the entries so far.
ARNT TACC3 PPI result of `CCN(CCCNC(=O)CCNC(=O)Cn1ccc2ccccc2c1=O)c1ccccc1` : -8
ARNT TACC3 PPI result of `COC(=O)CCc1c(C)c(C#N)c2nc3ccccc3n2c1N1CCCC1` : -5

Additional structures follow.
nr	SMILES	ARNT TACC3 PPI	Casp6 inh
61	Cc1ccccc1NC(=O)OCc1cccnc1Sc1ccc(Cl)cc1	-7	·
62	O=C(Nc1ccc(F)cc1)c1sccc1SCc1cccc(C(F)(F)F)c1	-2	·
63	CN1CCc2c(c3c(n2C)CCN(C)C3c2ccc(F)cc2)C1c1ccc(F)cc1 (stereo unspecified)	24	·
64	Cc1cccc(-n2c(C)cc(C=C3C(=O)c4ccccc4C3=O)c2C)c1	29	·
65	COc1ccc(C(=O)Nc2nnc(-c3ccco3)s2)cc1	-16	·
66	Cc1cc([N+](=O)[O-])nn1CCCC(=O)Nc1cc(Oc2ccc(F)cc2)cc([N+](=O)[O-])c1	2	·
67	CCN(CC)CCOc1cc2c(nn1)Oc1ccccc1N2C	17	·
68	Cc1ccc(NC(=S)NCC2CCCO2)c(OC(F)F)c1 (stereo unspecified)	-4	·
69	COc1ccc(C(=O)c2ccc(OC)c(OC)c2)cc1	12	·
70	COc1ccc(CN(C)CC(=O)c2c(N)n(Cc3ccccc3)c(=O)n(C)c2=O)c(OC)c1	-7	·
71	O=C(NCc1ccco1)C(c1cccnc1)N(C(=O)Cn1nnc2ccccc21)c1ccc(F)cc1 (stereo unspecified)	5	·
72	Cc1ccc(-c2cnc(SCC(=O)N3CCCc4ccccc43)n2C)cc1	29	·
73	CCC(=O)Nc1ccc(-c2nnc(SCc3ccc(C(=O)Nc4nccs4)cc3)n2CC)cc1	-5	·
74	COc1ccc(N=C2S/C(=C\c3ccc(C)s3)C(=O)N2CC(C)C)cc1	2	·
75	COc1ccc([C@@H]2[C@H]3CN(C(C)=O)CC=C3C(C#N)=C(N)C2(C#N)C#N)c2ccccc12	-13	·

nr	SIRT5 inh	LGR2 inh
61	·	2
62	·	8
63	·	0
64	·	19
65	·	81*
66	·	-8
67	·	3
68	·	-20
69	·	3
70	·	7
71	·	0
72	·	-1
73	·	-16
74	·	3
75	·	-4

nr	SMILES	ARNT TACC3 PPI	Casp6 inh
76	Cc1ccc(C(CC(=O)O)Nc2nc(N3CCCCC3)nc(N3CCCCC3)n2)cc1 (stereo unspecified)	-22	·
77	Nn1c(SCC(=O)NCc2ccc3c(c2)OCO3)nnc1C1CC1	3	·
78	O=C(CN1CCN(c2ccccn2)CC1)Nc1cc(C(F)(F)F)ccc1Cl	0	·
79	Cc1cccc(C(=O)NCCCN2CCCC2=O)c1	0	·
80	CCN(CC)C(=O)Cn1cnc2sc(C(=O)N3CCN(c4ccc(OC)cc4)CC3)c(C)c2c1=O	-2	·
81	O=C1Nc2ccc(S(=O)(=O)N3CCOCC3)c3cccc1c23	-6	·
82	COc1ccc(CNC(=O)Nc2ccc(OC)cc2)cc1	-5	·
83	COC(=O)c1ccc(NC(=O)CN(C)S(=O)(=O)c2ccc(OC)c(C)c2)cc1	10	·
84	S=c1[nH]nc(Cc2cccc3ccccc23)n1-c1ccccc1	12	·
85	CN1CCc2cc3c(c4c2C1CC41CCC(=NO)CC1)OCO3 (stereo unspecified)	-4	·
86	CC1CC(C)(C)NCc2ccccc21 (stereo unspecified)	1	·
87	COc1cc(Cl)c(C)cc1NC(=O)CCCN1C(=O)CCC1=O	-24	·
88	Cc1cc(C)n(CCO)c(=O)n1	1	·

nr	SIRT5 inh	LGR2 inh
76	·	-17
77	·	2
78	·	14
79	·	10
80	·	-9
81	·	14
82	·	-32
83	·	7
84	·	33
85	·	-5
86	·	-8
87	·	-24
88	·	4

An excerpt; rates above refer to the full screens.
